NTR1 agonist = NTR1-driven beta-arrestin-GFP spot formation – imaging, U2OS cells, high content, primary screen (AID 493036) | P30989 | agonist mode | activation, % at 20 µM | 0.17% of 330,000 active;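 active = activation at or above 40% of the spot to cytoplasm intensity ratio, with at least 20 cells analyzed; inconclusive = wells under 20 cells, flagged as cytotoxic or low count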;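 also: 0% = DMSO without peptide and 100% = 100 nM NTR1 peptide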
Target sequence (P30989 whole entry, looked up): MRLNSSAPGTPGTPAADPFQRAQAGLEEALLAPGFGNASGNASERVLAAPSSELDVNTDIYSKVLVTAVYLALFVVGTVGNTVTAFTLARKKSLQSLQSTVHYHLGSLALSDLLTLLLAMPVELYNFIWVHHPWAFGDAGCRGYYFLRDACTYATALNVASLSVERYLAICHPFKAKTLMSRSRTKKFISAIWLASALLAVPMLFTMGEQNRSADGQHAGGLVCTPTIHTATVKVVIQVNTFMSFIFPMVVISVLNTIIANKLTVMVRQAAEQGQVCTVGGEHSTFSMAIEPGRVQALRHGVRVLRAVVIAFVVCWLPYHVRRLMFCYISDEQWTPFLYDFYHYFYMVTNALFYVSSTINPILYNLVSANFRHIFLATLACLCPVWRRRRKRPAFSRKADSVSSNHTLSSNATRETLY
K1F lysis inhibition = inhibition of K1F phage lysis, E. coli UTI89, bacterial capsule biogenesis inhibitors, alamar blue (AID 488966); E. coli UTI89 K1F phage lysis, alamar blue, 2 h; higher % means a stronger effect; one-dose inhibition, % at 100 µM; IC50 in µM for titrated hits; 0.02% of 340,000 active;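 active = phage lysis inhibition, versus mean bacterial control, above a set limit; inconclusive = no clear call, values can overlap the other calls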;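 also: capsule biogenesis inhibitors block K1F phage lysis so surviving cells raise fluorescence; higher fluorescence means more inhibition of phage lysis; actives were called in the ten point dose series up to 300 µM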
AID2073 = inhibitors of Mint1-CaV2.2 protein interaction, biochemical, HTRF (AID 2073). HTRF protein-protein interaction, Mint1-CaV2.2; higher % means a stronger effect. 0.19% of 290,000 active. one-dose inhibition, % at 20 µM; IC50 in µM for titrated hits; in the data active = inhibition mostly above about 51%, no sharp cut-off; inconclusive = no clear call, values can overlap the other calls; inactive = mostly below about 53%; also: some results filed as inactive read as strong as hits
Siah-1 displacement = blockers of Siah-1 interaction with plectin peptide – biochemical, fluorescence polarization, rhodamine-plectin, uHTS, primary screen (AID 1817); Siah-1 / rhodamine-plectin peptide fluorescence polarization; higher % means a stronger effect; 0.02% of 290,000 active; displacement, % at 20 µM, or IC50 in µM where a hit was titrated;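 active = displacement of at least 50% at 20 µM, with a fluorescence ratio check between 0.3 and a set limit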;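 also: plate controls were Siah plus tracer with DMSO for no effect and tracer alone without Siah for full effect; strong numbers were not always called active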
Large T inhibition = TAg ATPase/helicase activity blockers – biochemical (AID 1903); inhibition, % at 20 µM, or IC50 in µM where a hit was titrated; SV40 large T antigen ATPase/helicase inhibition assay; higher % means a stronger effect; 0.39% of 310,000 active; in the data active = a potency from the dose series; inconclusive = inhibition mostly from about 32% at the one dose, without a potency; inactive = the rest, 99 in 100 with inhibition below about 32%; also: strong numbers were not always called active
MgcRacGAP inhibition = MgcRacGAP GTPase-activating activity inhibitors, confirmation, biochemical, ADP Hunter fluorescence; one-dose inhibition, % at 30 µM; IC50 in µM for titrated hits; 0.6% of 340,000 active; AID 624330; MgcRacGAP-stimulated Rac1 GTP hydrolysis, ADP Hunter fluorescence; higher % means a stronger effect; GST-tagged Rac1 F28L mutant substrate;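 active = first-screen hits whose inhibition reached a set limit at any dose in the follow-up dose series; inconclusive = inhibition above the set first-screen limit but never retested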;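 also: fluorescence reports GDP produced by GAP-driven GTP hydrolysis; strong numbers were not always called active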
RSV CPE inhibition = inhibition of RSV-induced cytopathic effect – HEp-2 cells, primary 10 µM value included (AID 2391); HEp-2 cells, RSV-induced CPE inhibition; higher % means a stronger effect; CPE inhibition, % at 10 µM, or IC50 in µM where a hit was titrated; 0.13% of 310,000 active; in the data active = a potency from the dose series; inconclusive = CPE inhibition mostly from about 23% at the one dose, without a potency; inactive = the rest, 99 in 100 with CPE inhibition below about 21%; also: strong numbers were not always called active
West Nile virus CPE = inhibition of WNV-induced cytopathic effect – cell-based, CPE readout (AID 1621); CPE inhibition, % at 10 µM, or IC50 in µM where a hit was titrated; West Nile virus-infected cells, CPE inhibition; higher % means a stronger effect; 0.02% of 290,000 active; in the data active = a potency from the dose series; inconclusive = CPE inhibition mostly from about 3.7% at the one dose, without a potency; inactive = the rest, 99 in 100 with CPE inhibition below about 2.2%; also: strong numbers were not always called active
Dengue-2 NS5 capping = Dengue-2 NS5 methyltransferase inhibitors, primary screen, biochemical, confirmation dose response (AID 588689); Dengue-2 NS5 methyltransferase capping enzyme assay, biochemical; higher % means a stronger effect; inhibition, % at 25 µM, or IC50 in µM where a hit was titrated; 0.3% of 340,000 active; in the data active = a potency from the dose series; inconclusive = inhibition above about 29% without an active follow-up result
NTR1 agonist cell count 20 µM = second read-out of NTR1 agonist, no call of its own (marks repeat the call); cell count; measured here: cell count, cytotoxicity flag
Active calls of the source: *; ? = inconclusive; · = not tested or not shown; [ ] = dose if it differs, or a comment.

Sample of the layout (5 entries):
1) O=C(Nc1ccccc1N1CCN(c2ccc(F)cc2)CC1)C12CC3CC(CC(C3)C1)C2
2) CCCCn1c(=O)c2c(nc3n2CCCN3Cc2ccccc2)n(C)c1=O
3) CCC(=O)Nc1ccccc1Nc1cc(C#N)c(C#N)cc1[N+](=O)[O-]
4) COc1ccccc1NC(=O)CSC(N)=O
5) CC(=O)NS(=O)(=O)c1ccc(NC(=O)/C=C/c2ccccc2)cc1
screen / no.	1	2	3	4	5
NTR1 agonist	-0.3	1.1	0.2	-0.3	-0.9
NTR1 agonist cell count 20 µM	101	81	59	47	27
K1F lysis inhibition	0.4%	-0.2%	-0.8%	-0.4%	-0.7%
AID2073	-7%	11%	-2%	15%	6%
Siah-1 displacement	-4%	-5%	3%	7%	-1%
Large T inhibition	7%	·	·	21%	-4%
MgcRacGAP inhibition	9%	3%	10%	20%	5%
RSV CPE inhibition	?	·	0.6%	0.5%	-1.6%
West Nile virus CPE	-0.7%	-0.1%	-0.1%	0.5%	0.2%
Dengue-2 NS5 capping	1%	1%	-6%	-13%	-1%

The whole of this part, from the first entry:
1) O=C(Nc1ccccc1N1CCN(c2ccc(F)cc2)CC1)C12CC3CC(CC(C3)C1)C2
2) CCCCn1c(=O)c2c(nc3n2CCCN3Cc2ccccc2)n(C)c1=O
3) CCC(=O)Nc1ccccc1Nc1cc(C#N)c(C#N)cc1[N+](=O)[O-]
4) COc1ccccc1NC(=O)CSC(N)=O
5) CC(=O)NS(=O)(=O)c1ccc(NC(=O)/C=C/c2ccccc2)cc1
6) CCOc1ncccc1C(=O)N1CCN(S(=O)(=O)c2ccc3c(c2)OCCO3)CC1
7) COc1ccc(C(=O)O)cc1S(=O)(=O)NCc1cccnc1
8) CC(=O)CCC(=O)NC1CCCc2c1cnn2-c1ccc(C(C)(C)C)cc1 (stereo not drawn)
screen / no.	1	2	3	4	5	6	7	8
NTR1 agonist	-0.3	1.1	0.2	-0.3	-0.9	0.0	-0.5	3.9
NTR1 agonist cell count 20 µM	101	81	59	47	27	61	96	59
K1F lysis inhibition	0.4%	-0.2%	-0.8%	-0.4%	-0.7%	0.8%[50 µM]	0.0%	-0.7%
AID2073	-7%	11%	-2%	15%	6%	·	?	3%
Siah-1 displacement	-4%	-5%	3%	7%	-1%	·	2%	-4%
Large T inhibition	7%	·	·	21%	-4%	·	3%	-1%
MgcRacGAP inhibition	9%	3%	10%	20%	5%	1%	6%	-1%
RSV CPE inhibition	?	·	0.6%	0.5%	-1.6%	2.0%	1.8%	1.5%
West Nile virus CPE	-0.7%	-0.1%	-0.1%	0.5%	0.2%	·	1.2%	-1.1%
Dengue-2 NS5 capping	1%	1%	-6%	-13%	-1%	-7%	6%	-12%

9) CCN(CC)S(=O)(=O)c1cccc(C(=O)Nc2nnc(C)s2)c1
10) CCCCn1nnc(N(C(=O)c2cccs2)C(=O)c2cccs2)n1
11) O=C(Nc1ccc(F)cc1)NC1(C(=O)NCc2ccc3c(c2)OCO3)CCCCC1
12) O=S1(=O)CCC(NC(=S)Nc2ccc3ccccc3c2)C1 (stereo not drawn)
13) O=C(CN1C(=O)NC2(CCCC2)C1=O)Nc1cccc(Cl)c1
14) CC(=O)NNc1nc(-c2ccccc2)cs1
15) COc1ccc(C2C(C(=O)N3CCCCC3)CCC(=O)N2c2cc(OC)c(OC)c(OC)c2)cc1 (stereo not drawn)
16) Cc1csc(NC(=O)CSc2nnc(C)n2Cc2ccco2)n1
screen / no.	9	10	11	12	13	14	15	16
NTR1 agonist	-0.5	·	-2.4	-0.4	0.5	-1.6	0.0	-2.6
NTR1 agonist cell count 20 µM	84	·	85	44	59	41	42	78
K1F lysis inhibition	-0.9%	0.1%	0.3%	0.7%	-0.3%	-0.4%	0.2%	1.0%
AID2073	-10%	3%	2%	-20%	7%	28%	-6%	8%
Siah-1 displacement	-3%	3%	7%	-1%	2%	17%	-6%	1%
Large T inhibition	-4%	8%	5%	7%	9%	14%	1%	-5%
MgcRacGAP inhibition	5%	-4%	3%	11%	-3%	6%	9%	1%
RSV CPE inhibition	1.0%	·	1.2%	-1.2%	1.1%	0.2%	1.3%	1.0%
West Nile virus CPE	0.2%	-0.7%	-0.8%	0.5%	-1.0%	-0.1%	0.6%	-0.2%
Dengue-2 NS5 capping	-1%	0%	3%	-14%	-1%	·	-7%	0%

17) C/C(=N/NC(=O)c1sc(NS(=O)(=O)c2ccccc2)nc1C)c1ccc(F)cc1
18) CN(C)c1ccc(-c2noc(C3CCN(S(=O)(=O)c4cccc(Cl)c4)CC3)n2)cc1
19) NC(=O)c1ccsc1NC(=O)COC(=O)CCOc1ccccc1
20) COc1cc2c(cc1OC)CN(C(=S)Nc1ccccc1)CC2
21) Cc1nn(CC(=O)N2CCN(Cc3ccccc3)CC2)c(=O)c2ccccc12
22) CCOC(=O)N/N=C(/c1ccccc1)C1CCCCC1
23) O=C(CN1CCN(c2ncc(C(F)(F)F)cc2Cl)CC1)Nc1ccc2c(c1)OCO2
24) Cc1nc(NC(=O)CSc2nc(N)cc(N)n2)sc1C
screen / no.	17	18	19	20	21	22	23	24
NTR1 agonist	1.1	3.5	6.1	0.8	-0.7	0.6	0.9	-0.5
NTR1 agonist cell count 20 µM	40	86	49	49	85	66	51	39
K1F lysis inhibition	0.8%	4.0%	0.1%	-0.4%	14%	2.6%	0.2%	0.1%
AID2073	9%	12%	8%	-4%	2%	1%	-2%	2%
Siah-1 displacement	-5%	2%	-3%	0%	-3%	-1%	2%	3%
Large T inhibition	2%	1%	·	9%	1%	-1%	-3%	23%
MgcRacGAP inhibition	7%	-1%	0%	11%	9%	1%	4%	5%
RSV CPE inhibition	2.4%	4.4%	1.2%	9.2%	1.5%	-1.6%	15%	2.4%
West Nile virus CPE	0.8%	0.0%	1.3%	0.0%	0.3%	-0.7%	-0.7%	-0.7%
Dengue-2 NS5 capping	10%	3%	-10%	-6%	-7%	3%	-4%	3%

25) CCCn1c(C)cc(/C=C(\C#N)C(=O)OCC(=O)Nc2ccc(OC)c(Cl)c2)c1C
26) O=C(O)c1cccc(-n2cccc2/C=C2/NC(=O)N(Cc3ccccc3F)C2=O)c1
27) O=C(CN(c1cc(Cl)ccc1Cl)S(=O)(=O)c1ccccc1)N1CCOCC1
28) CCC(C)(C(=O)NC1CCCCC1)N(Cc1ccco1)C(=O)c1ccc2c(c1)OCO2 (stereo not drawn)
29) c1ccc(-c2cnc(CN3CCN(c4ccccc4)CC3)o2)cc1
30) COc1ccc(-c2noc(COc3ccc4c(c3)OCO4)n2)cc1OC
31) COc1cccc(C2Cc3ccccc3C(=O)O2)c1 (stereo not drawn)
32) Cc1ccc(C(=O)N[C@H](C(=O)OCC(=O)NC2CCS(=O)(=O)C2)C(C)C)cc1 (stereo partly drawn)
screen / no.	25	26	27	28	29	30	31	32
NTR1 agonist	1.3	-1.4	0.6	-0.6	0.1	0.8	7.4	-0.3
NTR1 agonist cell count 20 µM	77	80	59	101	43	43	44	47
K1F lysis inhibition	-0.2%	-2.8%	1.5%[50 µM]	-0.2%	0.3%	0.4%	1.7%[50 µM]	5.2%
AID2073	23%	7%	8%	6%	0%	-4%	-6%	16%
Siah-1 displacement	3%	13%	3%	5%	0%	-6%	-6%	6%
Large T inhibition	10%	19%	23%	7%	3%	1%	7%	1%
MgcRacGAP inhibition	0%	10%	4%	3%	2%	6%	5%	4%
RSV CPE inhibition	6.2%	1.8%	2.4%	-1.0%	2.4%	1.1%	2.1%	2.3%
West Nile virus CPE	-1.3%	-0.7%	-1.1%	-0.5%	0.0%	-0.6%	-0.7%	0.8%
Dengue-2 NS5 capping	21%	-10%	-3%	-3%	-2%	0%	-2%	1%

33) CC1CCN(S(=O)(=O)c2ccc3[nH]c(=O)cc(C(=O)O)c3c2)CC1
34) CCOC(=O)C(=CNc1nc(-c2ccccc2)c(C(=O)Nc2ccc(-c3ccccc3)cc2)s1)C(=O)OCC
35) CC1(C)CC(=O)c2cnc(NC(=O)CSC(=S)N3CCCCC3)nc2C1
36) COC(=O)c1c(NC(=O)c2cccnc2)sc(C(=O)N(C)C)c1C
37) CCOC(=O)c1ccc(S(=O)(=O)N2CCN(C(=O)c3ccccn3)CC2)cc1
38) Cc1csc(NC(=O)CSc2nnc(-c3cc(C)on3)o2)n1
39) O=C(O)/C=C/C(=O)Nc1ccccc1SC(F)(F)C(F)(F)C(F)(F)F
40) COCCN1CCN(C(=O)C2CCC(=O)N(Cc3ccccc3OC)C2)CC1 (stereo not drawn)
screen / no.	33	34	35	36	37	38	39	40
NTR1 agonist	0.2	1.9	0.8	1.3	0.5	-1.0	4.4	-0.1
NTR1 agonist cell count 20 µM	63	54	55	40	45	76	60	69
K1F lysis inhibition	5.0%	0.3%	0.5%	0.9%	0.8%[50 µM]	1.5%	0.7%	0.0%[50 µM]
AID2073	-3%	49%	4%	3%	·	-1%	-12%	3%
Siah-1 displacement	3%	3%	-5%	8%	·	-1%	0%	1%
Large T inhibition	4%	9%	8%	15%	·	10%	11%	11%
MgcRacGAP inhibition	-3%	10%	9%	5%	6%	8%	3%	-13%
RSV CPE inhibition	-0.1%	2.2%	0.5%	0.7%	·	0.5%	1.0%	0.4%
West Nile virus CPE	-0.1%	0.0%	0.3%	-0.3%	·	-0.3%	0.1%	0.7%
Dengue-2 NS5 capping	-2%	2%	0%	-4%	-6%	-2%	1%	-1%

41) COc1ccc(OCCn2ccnc2)cc1
42) O=C(CCn1nc(-c2ccccc2)c2ccccc2c1=O)NN1CCOCC1
43) COc1cc(NC(=O)C2=C(C)OCCS2)c(Cl)cc1C(=O)NCCN(C)C
44) CN1C(=O)C(O)(C2OC(C)(C)CCC2=O)c2ccccc21 (stereo not drawn)
screen / no.	41	42	43	44
NTR1 agonist	1.0	0.6	-0.6	-2.4
NTR1 agonist cell count 20 µM	68	57	101	84
K1F lysis inhibition	-0.2%	1.2%	0.3%	0.7%
AID2073	2%	-4%	-2%	1%
Siah-1 displacement	4%	7%	-1%	1%
Large T inhibition	4%	-2%	12%	-3%
MgcRacGAP inhibition	6%	3%	11%	10%
RSV CPE inhibition	0.1%	0.3%	-0.9%	1.5%
West Nile virus CPE	-0.8%	0.1%	-0.5%	1.3%
Dengue-2 NS5 capping	3%	4%	-3%	-3%

Screens: PubChem, several laboratories
